Rac1 GTP hydrolysis = MgcRacGAP GTPase-activating activity inhibitors, confirmation, biochemical, ADP Hunter fluorescence; Rac GTPase-activating protein 1 (Homo sapiens); MgcRacGAP-stimulated Rac1 GTP hydrolysis, ADP Hunter fluorescence; higher % means a stronger effect; GST-tagged Rac1 F28L mutant substrate; one-dose inhibition, % at 30 µM; IC50 in µM for titrated hits; 340,000 tested, 0.6% active;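 active means first-screen hits whose inhibition reached a set limit at any dose in the follow-up dose series; inconclusive means inhibition above the set first-screen limit but never retested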;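 further: fluorescence reports GDP produced by GAP-driven GTP hydrolysis; strong numbers were not always called active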
K1F lysis inhibition = inhibition of K1F phage lysis, E. coli UTI89, bacterial capsule biogenesis inhibitors, alamar blue (AID 488966); E. coli UTI89 K1F phage lysis, alamar blue, 2 h; higher % means a stronger effect; one-dose inhibition, % at 100 µM; IC50 in µM for titrated hits; 340,000 tested, 0.02% active;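 active means phage lysis inhibition, versus mean bacterial control, above a set limit; inconclusive means no clear call, values can overlap the other calls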;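 further: capsule biogenesis inhibitors block K1F phage lysis so surviving cells raise fluorescence; higher fluorescence means more inhibition of phage lysis; actives were called in the ten point dose series up to 300 µM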
KOR beta-arrestin-1 = KOR antagonists, beta-arrestin recruitment, cell-based, luminescence, uHTS (AID 1778) | Kappa-type opioid receptor (Homo sapiens) | KOR beta-arrestin recruitment, luminescence, antagonist mode; higher % means a stronger effect | inhibition, % at 10 µM; hits with a dose series show IC50 in µM | 290,000 tested, 0.091% active; in the data active means inhibition above about 50%; further: strong numbers were not always called active
KOR beta-arrestin-2 = KOR agonists, beta-arrestin recruitment, primary screen, cell-based, luminescence, uHTS (AID 1777); activation, % at 10 µM; hits with a dose series show EC50 in µM; 280,000 tested, 0.02% active; KOR beta-arrestin recruitment, luminescence; higher % means a stronger effect; in the data active means activation above about 50%, passing the limit was not always enough; further: a part of the inactive calls stands beside numbers as strong as those of hits
GPR55 antagonists = GPR55 antagonists blocking LPI-driven arrestin recruitment, primary screen, imaging, U2OS, beta-arrestin-GFP, LPI agonist (AID 2013) | U2OS GPR55 beta-arrestin-GFP translocation imaging, LPI antagonism; higher % means a stronger effect | inhibition, % at 10 µM; hits with a dose series show IC50 in µM | 290,000 tested, 0.13% active;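 active means spots per cell inhibited over 60%, with over 100 cells counted and total cytoplasm intensity under 500,000; inconclusive means wells with under 100 cells, flagged as likely toxic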;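 further: U2OS cells stably carrying GPR55 and arrestin-GFP stimulated by 5 µM LPI near EC80; imaged beta-arrestin-GFP aggregate spots per cell after agonist stimulation; plate controls were LPI-stimulated DMSO wells for no effect and DMSO wells without LPI for full effect; some results filed as inactive read as strong as hits; confirmed hits need IC50 under 10 µM and bright autofluorescent wells are also inconclusive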
GPR55 beta-arrestin = GPR55 agonists via beta-arrestin recruitment, primary screen, imaging, U2OS cells, beta-arrestin-GFP redistribution (AID 1961) | activation, % at 10 µM; hits with a dose series show EC50 in µM | G-protein coupled receptor 55 (Homo sapiens) | U2OS GPR55 beta-arrestin-GFP redistribution imaging; higher % means a stronger effect | 290,000 tested, 0.048% active;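 active means activation above 40% with more than 50 cells counted in the well; inconclusive means wells holding fewer than 50 cells, flagged as toxic or sparse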;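 further: U2OS osteosarcoma cells stably expressing GPR55 and beta-arrestin-GFP; plate controls were DMSO negative control for no effect and LPI positive control for full effect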
GPR35 antagonists = GPR35 antagonists blocking zaprinast-driven arrestin recruitment, primary screen, imaging, U2OS, beta-arrestin-GFP, zaprinast agonist (AID 2058). G-protein coupled receptor 35 (Homo sapiens). 290,000 tested, 0.052% active. U2OS GPR35 beta-arrestin-GFP translocation imaging, zaprinast antagonism; higher % means a stronger effect. inhibition, % at 10 µM, or IC50 in µM where a hit was titrated;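 active means inhibition of at least 50% with at least 30 cells and total cytoplasm GFP at most 10,000,000; inconclusive means under 30 cells or total GFP of 10,000,000 plus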
NTR1 ag = agonists of NTR1, primary screen, imaging, U2OS cells, beta-arrestin-GFP, high content (AID 493036) | activation, % at 20 µM | NTR1-U2OS beta-arrestin-GFP spot imaging, agonist mode | Neurotensin receptor type 1 (Homo sapiens), P30989 | 330,000 tested, 0.17% active;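 active means activation at or above 40% of the spot to cytoplasm intensity ratio, with at least 20 cells analyzed; inconclusive means wells under 20 cells, flagged as cytotoxic or low count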;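 further: 0% = DMSO without peptide and 100% = 100 nM NTR1 peptide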
Target sequence (P30989 whole entry, looked up): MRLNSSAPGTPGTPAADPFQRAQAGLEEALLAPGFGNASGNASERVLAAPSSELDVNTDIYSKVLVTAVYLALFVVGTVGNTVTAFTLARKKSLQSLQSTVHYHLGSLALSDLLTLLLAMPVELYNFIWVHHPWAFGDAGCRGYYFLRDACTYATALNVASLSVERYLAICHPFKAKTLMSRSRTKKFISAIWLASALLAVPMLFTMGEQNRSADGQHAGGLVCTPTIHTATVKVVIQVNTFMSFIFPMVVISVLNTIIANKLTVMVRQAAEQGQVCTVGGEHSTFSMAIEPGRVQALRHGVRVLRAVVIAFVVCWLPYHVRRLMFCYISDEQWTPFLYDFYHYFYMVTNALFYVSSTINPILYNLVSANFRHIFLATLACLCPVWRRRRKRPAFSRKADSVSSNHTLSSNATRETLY
NOD1 NF-kB reporter = NOD1 signaling inhibitors, primary screen, cell-based, luminescence, uHTS (AID 1578). NOD1-driven NF-kB luciferase reporter cells, luminescence; higher % means a stronger effect. inhibition, % at 4 µM; hits with a dose series show EC50 in µM. 290,000 tested, 1% active; in the data active means inhibition mostly above about 36%, no sharp cut-off; inactive means mostly below about 34%;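 further: HEK-293T reporter cells stimulated with the NOD1 agonist gamma-tri-DAP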
NTR1 ag cell count 20 µM = recorded beside NTR1 ag, whose call it bears; cell count; measured here: cell count, cytotoxicity flag
* = called active by the depositor; ? = inconclusive; . = no result given; [ ] = dose if it differs, or a comment. Only part of the results is shown. The share of hits here may be higher or lower than overall.

The first two records (preview)
SMILES | Rac1 GTP hydrolysis | K1F lysis inhibition | KOR beta-arrestin-1 | KOR beta-arrestin-2 | GPR55 antagonists | GPR55 beta-arrestin | GPR35 antagonists | NTR1 ag | NTR1 ag cell count 20 µM | NOD1 NF-kB reporter
CC(C)NC(=S)NC(=O)c1ccc(-c2ccccc2)cc1 | 12% | 2.1% | -25% | 0.5% | -3% | 1.1% | -14% | 6.0 | 70 | -18%
C=CCN(CC=C)CC(=O)Nc1cccc(Oc2cnccn2)c1 | 1% | 0.3% | 11% | -2.2% | 2% | -0.1% | -14% | -1.6 | 99 | 1%

The listing (from the top)
SMILES | Rac1 GTP hydrolysis | K1F lysis inhibition | KOR beta-arrestin-1 | KOR beta-arrestin-2 | GPR55 antagonists | GPR55 beta-arrestin | GPR35 antagonists | NTR1 ag | NTR1 ag cell count 20 µM | NOD1 NF-kB reporter
CC(C)NC(=S)NC(=O)c1ccc(-c2ccccc2)cc1 | 12% | 2.1% | -25% | 0.5% | -3% | 1.1% | -14% | 6.0 | 70 | -18%
C=CCN(CC=C)CC(=O)Nc1cccc(Oc2cnccn2)c1 | 1% | 0.3% | 11% | -2.2% | 2% | -0.1% | -14% | -1.6 | 99 | 1%
CC(NCc1ccc(-c2ccccc2)cc1)C(O)c1ccccc1 (stereo not given) | 10% | -8.2% | -63% | 8.7% | 13% | 0.2% | 4% | 5.2 | 41 | -46%
O=C(Nc1nc2c(F)cccc2s1)c1ccco1 | -8% | -2.2% | -22%[20 µM] | -2.7% | -6% | 0.0% | 3% | 3.6 | 85 | -12%
COc1cc(OC)cc(C(=O)NCc2cc(C)nc3ccccc23)c1 | 9% | 0.0% | -2%[20 µM] | -4.9% | -6% | -0.1% | 1% | 0.3 | 89 | -18%
Cc1cnc([N+](=O)[O-])n1CCOC(=O)NC(=O)c1c(F)cccc1F | 2% | 0.2% | 8% | 1.4% | -8% | -0.1% | -6% | 1.6 | 51 | -34%
Cc1cc(C)c2c(N)c(C(=O)NN3CC(=O)N(c4cccc(Cl)c4)CC3=O)sc2n1 | 4% | -1.1% | 0% | -0.2% | 14% | -0.1% | -13% | -0.7 | 36 | -2%
CN1CCN(C(=O)C2CCCN(S(=O)(=O)c3ccc(Cl)cc3)C2)CC1 (stereo not given) | 22% | 0.2% | 15% | -6.0% | -27% | 0.0% | 8% | -0.7 | 75 | -7%
Oc1ccccc1N=Cc1c(O)ccc2oc3c(c12)CCCC3 | 17% | 1.7% | -26% | 4.3% | -2% | 0.0% | -1% | 3.6 | 59 | -2%
COc1cc(/C=C2\CC/C(=C\c3cc(OC)c(O)c(OC)c3)C2=O)cc(OC)c1O | ? | 1.6% | -29% | 6.9% | 4% | -0.4% | -10% | 5.4 | 60 | 70%
CCOC(=O)N1CCN(CC(O)c2ccc3cc[nH]c3c2)CC1 (stereo not given) | 10% | -0.5% | 2% | 3.0% | -6% | -0.1% | -15% | -1.6 | 105 | -17%
CC(C)C(C(=O)NCC1CCCO1)N(C(=O)CNS(=O)(=O)c1ccccc1)c1ccc(F)cc1 (stereo not given) | 5% | 0.2% | -40% | 6.1% | -11% | 0.3% | 9% | 1.5 | 30 | 38%
CCNC(=S)Nc1cccc(NC(=O)c2ccccc2O)c1 | 6% | -0.8% | -3% | 0.5% | 9% | -0.3% | 3% | -0.1 | 41 | 4%
CCc1nc2n[nH]c(N)c2c2c1CCCC2 | 5% | 1.7% | 6% | -4.9% | -16% | -0.4% | 20% | -1.3 | 51 | -8%
COc1cccc(-c2noc(-c3cccnc3)n2)c1 | 6% | 0.9% | -7% | 2.5% | 14% | 0.5% | 2% | 1.1 | 56 | .
CCc1cccc2c(C=C(C#N)C#N)cn(CC(=O)N3CCCCC3)c12 | 5% | 4.8% | 0% | -2.8% | 5% | -0.2% | -15% | -0.3 | 52 | 0%
Cc1ccc(NC(=O)C(CC(C)C)NC(N)=O)cc1Cl (stereo not given) | 15% | 0.0% | 22% | -4.0% | 4% | 0.2% | -10% | -1.0 | 78 | -25%
Cc1ccc(NC(=O)C2CCN(S(=O)(=O)c3c(C)nn(C)c3C)CC2)c(Cl)c1 | 4% | 0.1% | -12% | 1.1% | -4% | -0.2% | 2% | -0.4 | 63 | -12%
CC(C)=C(NC(=O)c1ccccc1)C(N)=O | 5% | 1.0% | 10% | 3.0% | -13% | 0.7% | 12% | 1.8 | 56 | -9%
CCOc1ccc(C2CC(c3ccc(F)cc3)n3ncnc3N2)cc1 (stereo not given) | -2% | -1.2% | -12% | -1.1% | -3% | 0.2% | 0% | 5.3 | 48 | -19%
CCOc1cccc2sc(N(CCN(CC)CC)C(=O)c3cccc([N+](=O)[O-])c3)nc12 | 10% | 0.0% | 6% | 0.1% | -2% | -0.6% | -2% | -0.3 | 72 | -25%
N#C/C(=C\c1ccncc1)C(N)=O | -5% | -0.5% | 4% | -3.7% | 6% | 0.2% | -13% | 1.2 | 90 | -21%
CN=c1scc(C)n1/N=C/c1ccc(O)c(O)c1O | -36% | 1.4% | . | -4.0% | 5% | -0.1% | 11% | 2.9 | 75 | 1%
N#CCN1CCC/C1=C\[N+](=O)[O-] | 15% | 1.3% | 4% | -9.5% | -17% | 0.3% | 0% | 1.0 | 51 | -10%
CCCCOc1ccc(-c2nnc(N)s2)cc1 | 7% | -0.8% | 21% | -1.3% | 14% | -0.1% | 1% | 2.1 | 41 | -52%
COc1ccccc1NC(=O)Cn1nnc(C(=O)NCc2ccc3c(c2)OCO3)c1N | 5% | -0.1% | -19% | -4.9% | 11% | 0.4% | 4% | -0.5 | 69 | -26%
COc1ccc(NC(C)C(=O)Nc2ccc(C#N)cc2)cc1Cl (stereo not given) | -11% | -0.4% | 10% | -8.4% | -5% | -0.1% | 14% | -0.7 | 86 | 2%
COc1ccccc1C(=O)C(O)c1ccccc1OC (stereo not given) | 10% | 0.4% | 5% | -2.4% | -3% | -0.1% | -4% | 0.0 | 83 | .
CCOc1cc2[nH]c(=O)n(CCCCC(=O)NC3CCCCCC3)c(=O)c2cc1OCC | 5% | 0.5% | -12% | 0.9% | 4% | 0.7% | 21% | -0.9 | 79 | -29%
COc1ccc(NC(=O)c2nnn(CC(=O)Nc3ccc4c(c3)OCO4)c2N)cc1OC | 12% | 0.9% | -30% | -6.3% | 10% | -0.2% | -2% | -0.1 | 60 | -24%
Cc1cc(C)c(C#N)c(SC(F)F)n1 | 3% | 0.8% | -9% | 4.4% | 7% | 0.0% | -3% | 0.8 | 73 | -3%
CCOC(=O)C1=C(C)NC(=O)NC1c1ccc(OCC(N)=O)cc1 (stereo not given) | 1% | -0.3% | -12% | -1.4% | -1% | 0.4% | -2% | 0.4 | 43 | -14%
O=C(CCc1ccccc1)N1CCN(c2ccccn2)CC1 | -1% | 0.4%[50 µM] | 28% | -1.5% | 12% | 0.2% | . | 5.3 | 79 | -46%
O=C(N/N=C/c1ccccn1)c1cc(C2CC2)nc2ccccc12 | 2% | 1.0% | 10% | -3.2% | 16% | -0.4% | 22% | -1.0 | 36 | 11%
N#CC1=C(N)Oc2nc(-c3ccccc3)[nH]c2C1c1cccnc1 (stereo not given) | 15% | -0.1% | 43% | -2.9% | 19% | -0.1% | 34% | -1.4 | 47 | 12%
COc1ccccc1C(=O)OCC(=O)Nc1ccccc1OC(F)F | -7% | 0.3% | 13% | 1.8% | -7% | 0.0% | 4% | 1.0 | 58 | -2%
O=C1CSC(c2cccs2)N1c1ccccc1 (stereo not given) | -1% | 4.1% | -12% | -1.2% | -3% | -0.2% | -12% | -0.9 | 62 | -4%
CCc1c(SCCC(=O)O)nc2ccccc2c1C | 10% | 0.5% | -27%[20 µM] | -4.0% | 0% | 0.0% | -14% | -1.7 | 48 | -18%
CC(=O)Nc1ccc2c(CSc3nnc(N)s3)cc(=O)oc2c1 | 13% | 0.5% | 18% | 8.7% | -12% | -0.1% | 4% | 0.5 | 46 | 24%
Cc1nn(-c2ccccc2)c2c1C(O)n1c(nc3ccccc31)S2 (stereo not given) | 10% | 5.9% | -66% | 24% | -9% | -0.3% | 11% | 1.5 | 39 | 33%
CCC(C)N=Cc1c(NCc2ccco2)nc2c(C)cccn2c1=O (stereo not given) | 4% | 1.8% | -11% | -1.9% | 4% | -0.2% | 19% | 5.1 | 76 | 2%
COc1cc(/C=N/Nc2ccccc2)ccc1O | 13% | -0.1% | 27% | 1.6% | -7% | 0.2% | 16% | 1.6 | 84 | -7%
Cn1ncc(Cl)c1C(=O)N1CCN(S(=O)(=O)c2ccc(Cl)s2)CC1 | 5% | 1.6%[50 µM] | -14% | -2.7% | -7% | 0.2% | -9% | 1.1 | 62 | -47%
O=C(NCCc1ccccc1)C1CC(c2ccccc2O)=NO1 (stereo not given) | -1% | 1.0% | -8% | 3.4% | -3% | 0.2% | -17% | -0.6 | 38 | -16%
O=C(C1CCC1)N1CCc2cc(S(=O)(=O)N3CCCCC3)ccc21 | 3% | 1.9% | -6% | -2.2% | 20% | -0.1% | -10% | -0.6 | 55 | -19%
O=C(NCc1ccccc1Cl)C1CCCN1S(=O)(=O)c1ccc(F)cc1 (stereo not given) | -2% | -2.7% | -6% | -2.0% | 1% | -0.1% | 8% | 0.3 | 63 | -1%
Cn1c(N)c(C(=O)COC(=O)c2ccc(S(=O)(=O)N3CCCCC3)cc2)c(=O)n(C)c1=O | . | . | -29% | 2.2% | 5% | 0.3% | -2% | -1.1 | 56 | -20%
O=C(CC1C(=O)NCCN1CCCc1ccccc1)NCCc1ccccc1F (stereo not given) | 11% | 0.2% | -12% | -4.4% | 8% | -0.2% | 20% | -0.2 | 49 | -10%
NC1=NN=C(N2N=C(c3ccc(Br)cc3)CC2(O)C(F)(F)F)n2ncnc2C1 (stereo not given) | 5% | 0.3% | 21% | 0.9% | 10% | 0.1% | -8% | -0.2 | 36 | 4%
O=C(Nc1ccc(Cl)cc1)/C(=C/c1cccc(O)c1)c1nc2ccccc2s1 | 7% | 0.2% | . | 8.4% | 8% | 1.0% | -5% | 49* | 36* | 19%
Cc1cccc(-n2c(O)c(C=Nc3ccccc3N)c(=O)[nH]c2=O)c1 | 15% | 0.4% | 17% | -4.8% | -7% | 0.0% | 11% | 0.3 | 84 | -26%
